Screens (PubChem)
hgDAF12 agonist: activates the H. glycines DAF-12 receptor ligand-binding domain; HEK293 GAL4-hgDAF12 UAS-luciferase reporter, agonist luminescence; normalized to butyrate control; activation, % at 6.8 µM; hit rate 1.8% among 370,000; AID 687014;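 active means activation above a cutoff set at the mean of all screened compounds plus 3 SD, cut at about 10% in these data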;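 further: 0% = DMSO wells and 100% = sodium butyrate wells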
ssDAF-12 act: activates DAF-12 receptor from parasite S. stercoralis; HEK293 ssDAF-12/GRIP1 lit1-tk-luc reporter, luminescence; % of 3 µM dafachronic acid response; hit rate 1% among 370,000; activation, % at 6.8 µM; AID 652126;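 active means activation above the mean over all tested compounds plus 3 SD, cut at about 0.9% in these data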;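 further: 0% = DMSO-only wells and 100% = 3 µM delta7-dafachronic acid wells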
DAX1 inh-1: inhibits human nuclear receptor DAX1; hit rate 0.99% among 340,000; AID 504766; inhibition, % at 6.75 µM; HEK293 Gal4-DAX1 luciferase reporter, luminescence;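 active means inhibition above the mean over all tested compounds plus 3 SD, cut at about 4.2% in these data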;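 further: 0% = DAX1-transfected cells with DMSO and 100% = empty-vector control cells with DMSO; inhibition shows as a rise in luminescence from relieved DAX1 repression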
Target sequence (P51843 207-470 limits assumed): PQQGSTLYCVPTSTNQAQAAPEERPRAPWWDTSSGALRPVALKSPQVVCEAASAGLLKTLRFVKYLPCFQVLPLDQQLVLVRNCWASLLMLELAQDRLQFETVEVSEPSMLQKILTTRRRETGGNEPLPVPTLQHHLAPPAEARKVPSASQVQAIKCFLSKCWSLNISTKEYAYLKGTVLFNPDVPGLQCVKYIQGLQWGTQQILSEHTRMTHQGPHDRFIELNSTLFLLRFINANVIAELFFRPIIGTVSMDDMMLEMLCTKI
GC-A act: GC-A (human) enzyme activation | P16066 | HEK293 GC-A cells, cGMP TR-FRET, EC30 ANP; 0% at EC30 ANP, 100% saturating ANP | activation, % at 10 µM | hit rate 0.14% among 370,000 | AID 1671463; in the data active means activation above about 40%
ADAM10 inh: inhibitors of human ADAM10; O14672; recombinant ADAM10, EDANS/DABCYL FRET peptide cleavage, 3 h; inhibition, % at 7 µM; hit rate 0.62% among 370,000; AID 720582;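 active means inhibition above a per-campaign cutoff equal to the mean of compounds falling between control-based bounds plus 3 SD, cut at about 20% in these data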;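 further: 0% = DMSO wells while the 100% control is not disclosed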
Target sequence (O14672 214-748 limits assumed): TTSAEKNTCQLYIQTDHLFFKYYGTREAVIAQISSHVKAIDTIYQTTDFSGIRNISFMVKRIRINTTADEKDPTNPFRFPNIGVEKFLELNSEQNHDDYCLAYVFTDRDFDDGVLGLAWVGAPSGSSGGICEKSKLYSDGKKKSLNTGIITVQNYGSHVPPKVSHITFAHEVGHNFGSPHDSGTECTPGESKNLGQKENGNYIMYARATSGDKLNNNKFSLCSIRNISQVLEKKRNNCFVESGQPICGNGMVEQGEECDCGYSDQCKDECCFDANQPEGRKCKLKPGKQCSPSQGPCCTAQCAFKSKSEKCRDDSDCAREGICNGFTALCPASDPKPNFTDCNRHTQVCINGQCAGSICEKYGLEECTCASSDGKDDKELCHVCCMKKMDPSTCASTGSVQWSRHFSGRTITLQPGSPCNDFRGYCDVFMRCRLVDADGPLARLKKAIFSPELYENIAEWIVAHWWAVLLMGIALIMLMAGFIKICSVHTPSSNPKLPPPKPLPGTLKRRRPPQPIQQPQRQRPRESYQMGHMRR
hcDAF-12 act: activates DAF-12 receptor from parasite H. contortus; activation, % at 6.8 µM; HEK293 hcDAF-12 lit1-tk-luc reporter, luminescence; 0% DMSO, 100% Δ7-dafachronic acid; hit rate 1.4% among 370,000;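 active means activation above the mean of all tested compounds plus 3 SD, cut at about 5.5% in these data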;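 further: 100% = response to 3 µM Δ7-dafachronic acid high control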
FXN GAA850 act: increases GAA850 frataxin promoter reporter activity; HEK293 lucGAA850 FXN promoter luciferase reporter, 24 h; percent of 10 µM SAHA response; activation, % at 6 µM; hit rate 0.56% among 360,000;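 active means activation above the average of all compounds screened plus 3 SD, cutoff fixed separately per campaign, cut at about 7.5% in these data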;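 further: 0% = DMSO wells and 100% = 10 µM SAHA wells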
PG9 binder: small molecules binding HIV-1 gp120 antibody PG9 | TR-FRET gp120-PG9 antibody binding | inhibition, % at 6.7 µM | hit rate 0.43% among 360,000; in the data active means inhibition above about 8.5%
DAX1 inh-2: blocks DAX1 repression of SF-1 activated StAR promoter. HEK293T StAR-luciferase reporter, SF-1/DAX-1 repression relief. inhibition, % at 6.8 µM. hit rate 1.1% among 370,000. AID 652010;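 active means inhibition above the mean over all tested compounds plus 3 SD, cut at about 3.6% in these data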;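 further: 0% = DAX-1 cells with DMSO and 100% = cells lacking DAX-1 with DMSO; higher inhibition means more luminescence from relief of DAX-1 repression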
SMARCA2 act: increases SMARCA2 function in MMTV reporter cells; MG213 cells, MMTV-luciferase reporter, dexamethasone, overnight; hit rate 1% among 370,000; AID 652017; activation, % at 9.1 µM; in the data active means activation above about 7.8%;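 further: 0% = vehicle wells and 100% = reference activator wells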
ADAM17 inh: ADAM17 inhibition, QFRET primary screen; recombinant ADAM17, EDANS/DABCYL FRET peptide cleavage; inhibition, % at 6.95 µM; hit rate 0.83% among 370,000; AID 720648;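 active means inhibition above the mean of compounds lying between control limits plus 3 SD, set per campaign, cut at about 8.5% in these data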;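 further: 0% = DMSO-only wells as the low control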
The depositor's hits bear a star; i = inactive; nt = not tested or not shown; & = joins results of further samples.

Structure	hgDAF12 agonist	ssDAF-12 act	DAX1 inh-1	GC-A act	ADAM10 inh	hcDAF-12 act	FXN GAA850 act	PG9 binder	DAX1 inh-2	SMARCA2 act	ADAM17 inh
COc1cc2c(cc1O)[C@@H]1Cc3cc(O)c(OC)cc3[C@H](C2)N1C	-2.1	-1.4	0.3	-1	10	-0.6	-2.2	-0.6	-0.2	0	3
CCOC(=O)c1c(C)[nH]c(C(=O)COC(=O)CNC(=O)c2ccc(Cl)cc2Cl)c1C	0.5	-1.0	0.6	2	4	-0.2	-0.7	2.4	-0.1	1	0
Nc1ccc2oc(-c3cccc4ccccc34)nc2c1	-7.5	-1.3	-1.0	-5	-62	-4.0	-14	1.6	-0.6	-5	-27
COc1ccc(C2/C(=C(/O)c3ccc(C)cc3)C(=O)C(=O)N2C)cc1 (stereo not given)	-2.0	-1.3	0.0	-2	-6	0.1	2.5	2.3	-0.7	-2	7
C=CCc1ccc(OCCCCNC(C)CC)c(OC)c1 (stereo not given)	0.6	-0.8	-0.3	-1	4	3.2	-0.7	0.5	0.1	-3	5
CCOC(=O)C1=NN(c2ccc(OC)cc2)C2C(=O)N(c3ccccc3OC)C(=O)C12 (stereo not given)	3.2	-1.5	0.7	-3	2	-0.5	2.6	-0.6	0.2	-1	0
CCCc1c(C(=O)N/N=C(\C)c2ccccc2O)nnn1-c1nonc1N	0.3	-1.7	3.0	4	-18	-1.4	4.2	-0.9	-1.2	-5	-4
O=C1CC(N2CCN(S(=O)(=O)c3ccccc3F)CC2)C(=O)N1c1ccccc1Cl (stereo not given)	-0.9	-1.2	1.0	0	3	1.1	-0.6	-0.2	1.6	-2	-1
CC(C)Oc1ccc(/C=C(/NC(=O)c2ccccc2)C(=O)NC(Cc2ccccc2)C(=O)O)cc1 (stereo not given)	0.1	-0.3	-1.8	-2	5	2.5	3.0	-3.4	0.4	1	-1
COc1ccc(NC(=O)C2CCN(S(=O)(=O)c3ccc4c(c3)CC(C)N4C(C)=O)CC2)c(OC)c1 (stereo not given)	-2.5	-1.1	-0.2	1	5	-2.3	0.2	-1.2	0.6	-3	5
COC(=O)c1cccc(NC(=O)C2COc3ccccc3O2)c1C (stereo not given)	-0.9	-1.4	-0.3	-1	-27	0.0	2.1	-1.4	0.5	1	-1
COc1ccc(CN2CCN(Cc3c[nH]c4ccccc34)CC2)cc1	1.2	0.4	1.9	-7	-2	4.2	0.5	-1.8	-0.2	1	0
Cc1cccc(C)c1NC(=O)CC1SC2=NCCN2C1=O (stereo not given)	0.6	-1.3	0.8	2	1	-0.3	-0.3	-1.8	-0.7	6	-2
Cc1ccc(-c2csc(/C(C#N)=C(\O)CCl)n2)cc1	12*	-1.5	0.5	1	-3	0.7	0.9	-0.1	5.1*	3	-3
CC1(C(=O)NCCN2CCOCC2)C=CC2(CCCCC2)N1C(=O)c1ccccc1 (stereo not given)	4.2	-0.7	0.6	0	-2	1.1	3.5	-1.0	0.5	8.7*	0
O=C(CSc1ccc2nnc(-c3cccnc3)n2n1)N1CCOCC1	-1.8	-1.3	1.2	0	-118	-1.1	-0.5	0.3	-1.1	0	-27
COC(=O)[C@@H]1OC(=O)[C@H]2O[C@@]23[C@@]1(C)CC[C@@H]1[C@@]2(C)C=CC(=O)OC(C)(C)[C@@H]2CC(=O)[C@]13C	1.5	-1.0	-0.2	0	-1	0.2	-0.4	0.4	0.2	1	-2
O=[N+]([O-])c1ccc(N2CCOCC2)cc1N1CCCCC1	1.3	-0.2	1.4	0	-2	-0.6	-0.1	1.6	-1.9	-2	0
COc1cccc(NC(=O)C23CCC(C)(C(=O)O2)C3(C)C)c1 (stereo not given)	0.2	-1.2	0.6	3	15	-1.1	-0.8	-0.1	0.8	1	2
O=C(COc1ccccc1Cl)Nn1cnnc1	0.2	-1.5	-0.5	0	-2	-1.6	-0.1	1.5	0.2	0	-5
COc1ccc(S(=O)(=O)N2CCC(C(=O)NCC3CCCCC3)CC2)cc1	-1.9	-1.4	2.5	-4	-2	-0.6	0.5	0.1	0.0	2	-2
CCCCNC(=O)CN(C1CCCCC1)S(C)(=O)=O	1.6	-0.4	0.1	0	9	-1.4	1.4	0.3	-0.9	1	-2
O=S(=O)(O)c1cc2oc(-c3ccccc3)nc2c2ccccc12	2.2	-0.3	-0.3	0	i	5.8*	0.4	1.0	0.0	2	i
COc1ccc(N2C(=O)c3n[nH]c(C(C)C)c3C2c2ccc(F)cc2)cc1 (stereo not given)	0.2	-0.9	nt	-23	-3	-1.9	nt	-1.4	-0.3	-2	0
O=C(CSc1nnc(NC(=O)Cc2ccccc2)s1)NCC1CCCO1 (stereo not given)	-0.3	-0.7	1.3	0	-10	3.5	-0.3	2.1	-0.2	-2	-3
Cc1cc(NC(=O)c2cc(C3CC3)on2)n(-c2ccccc2)n1	0.2	-1.6	1.0	6	-10	0.3	1.0	-1.3	-0.6	0	-2
Cc1cccc(C2N=C(N)Nc3nc4ccccc4n32)c1 (stereo not given)	-0.1	-0.8	4.8*	-6	5	1.5	0.1	-2.3	0.1	-1	-21
COc1cccc(CNC(=O)Cn2nc(C)c3c(C)n(-c4ccc(C)cc4)nc3c2=O)c1OC	0.6	-1.5	0.8	-1	-6	-1.5	1.7	-1.2	-0.1	-1	-3
O=C(Nc1ccc(-c2nc3ccccc3o2)cc1)c1cc(-n2cnnc2)ccc1Cl	-3.1	-2.3	-2.5	11	-55	-3.2	-5.0	-2.5	-2.5	-1	-16
CN(C(=O)c1cccs1)c1ccccc1C(=O)O	2.1	-1.0	-0.7	6	-142	1.7	0.6	-1.4	0.3	-1	-49
Cc1cc(C)nc(SCC(=O)NNS(=O)(=O)c2ccc(C#N)cc2)n1	0.4	-0.5	-0.6	7	0	0.4	-0.6	-1.9	-0.5	5	-3
O=c1cccccc1NN=C1CCCCC1	11*	-0.4	5.8*	2	-4	2.7	3.4	-1.5	1.6	7	-2
CN(C)c1c([N+](=O)[O-])ncn1C	0.8	-1.1	-1.2	0	0	-0.3	0.6	0.3	0.0	0	2
CCOC(=O)c1cc2sccc2n1CC(=O)N1CCN(C(=O)c2ccco2)CC1	1.0	-1.0	-1.1	1	-2	0.5	-0.2	-0.6	0.0	-1	1
COc1ccc(-c2cc(=O)oc3cc(OC(C)C(=O)NC4CC4)ccc23)cc1 (stereo not given)	1.5	-0.7	0.6	1	-16	1.3	1.4	0.5	0.9	-1	0
C[C@H](NC(=O)c1ccco1)C(=O)NNC(=O)c1ccc(F)cc1	3.7	-0.7	0.6	-1	-3	-0.8	-1.3	0.9	0.2	-4	-5
Cc1ccc(NC(=O)CN2C(=O)S/C(=C/c3ccc(-c4cc(C(=O)O)ccc4C)o3)C2=O)cc1C	-1.6	-0.6	2.6	-10	-16	-0.8	-0.2	1.4	-0.2	-4	-6
COC(=O)CCC(=O)Nc1cc(OC)c(OC)cc1Cc1nccc2cc(OC)c(OC)cc12	-0.4	-1.0	1.8	-3	-3	-1.6	1.9	-2.1	0.4	-2	-4
O=C(O)c1cccc(NC(=S)N/N=C/c2ccccc2OCc2ccc(Br)cc2)c1	10.0	-1.2	-0.1	-6	23*	0.7	3.3	-1.9	2.0	2	-1
CC1CC(C)CN(CC(O)COCc2ccccc2F)C1 (stereo not given)	0.8	-1.2	0.3	0	5	-1.8	-1.7	-3.9	-0.1	5	-5
O=C(CSc1nnc(C2CC2)n1Cc1ccccc1)NCc1ccccc1	-0.1	-1.1	-0.7	0	-6	-0.2	-0.3	-0.9	-0.3	0	0
Cn1c(SCC(=O)Nc2ccc3c(c2)OCCO3)nnc1C(F)(F)F	0.8	-1.3	0.6	2	-8	-2.0	0.7	-0.4	0.7	-2	-5
CCN1CCN(Cc2ccc(NC(=O)c3cc(NC(=O)c4cncc(-c5ccc(C#N)cc5)c4)cc(OC)c3)cc2C(F)(F)F)CC1	2.6	-0.8	-1.0&0.1	-1	11	-1.3	0.6&-0.1	-0.5	0.5	8	6
COC(=O)C(NNc1ccc(F)cc1)(NC(=O)c1ccccc1)C(F)(F)F (stereo not given)	-0.3	-1.5	-0.2	0	-5	-2.2	3.1	-2.5	-0.8	2	-5
COc1ccc2c(C)cc(SCC(=O)N(C)C3CCS(=O)(=O)C3)nc2c1 (stereo not given)	1.9	-0.9	-0.1	-6	-12	2.1	0.9	0.6	-0.5	6	-6
CC(C)c1ccc(C(=O)NC2=NCCS2)cc1	18*	0.7	-0.4	4	-8	4.7	-1.4	-1.0	5.5*	0	0
CSc1sc(C(=O)O)c2c1C(=O)CCC2	2.5	-0.3	0.4	3	-10	-1.7	1.1	-0.1	0.1	2	2
CSCCC(NC(N)=O)C(=O)Nc1ccc(C)cc1 (stereo not given)	0.8	-1.2	0.0	-1	-9	-0.5	1.3	-2.4	-0.3	2	-4
O=C(c1cc(-c2ccc(O)cc2)on1)N1CCOCC1	10	1.2*	0.7	0	-15	6.1*	1.7	0.2	1.8	10*	-5

Exported field by field: part of the list above
> O=C(CSc1ccc2nnc(-c3cccnc3)n2n1)N1CCOCC1
  hgDAF12 agonist: -1.8
  ssDAF-12 act: -1.3
  DAX1 inh-1: 1.2
  GC-A act: 0
  ADAM10 inh: -118
  hcDAF-12 act: -1.1
  FXN GAA850 act: -0.5
  PG9 binder: 0.3
  DAX1 inh-2: -1.1
  SMARCA2 act: 0
  ADAM17 inh: -27
> COC(=O)[C@@H]1OC(=O)[C@H]2O[C@@]23[C@@]1(C)CC[C@@H]1[C@@]2(C)C=CC(=O)OC(C)(C)[C@@H]2CC(=O)[C@]13C
  hgDAF12 agonist: 1.5
  ssDAF-12 act: -1.0
  DAX1 inh-1: -0.2
  GC-A act: 0
  ADAM10 inh: -1
  hcDAF-12 act: 0.2
  FXN GAA850 act: -0.4
  PG9 binder: 0.4
  DAX1 inh-2: 0.2
  SMARCA2 act: 1
  ADAM17 inh: -2
